CRFR2-BP antag = CRF-BP/CRF-R2 complex antagonism. HEK293 CRF-R2/CRF-BP, CRF-induced calcium fluorescence. inhibition, % at 11.8 µM. actives 0.59% (n = 350,000). AID 588475;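 active = inhibition of the ligand-induced calcium signal above about 50% at the single tested concentration, limit read from the data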
CHRM5 antagonist = antagonists of human muscarinic M5 receptor (CHRM5); AID 624040; inhibition, % at 3 µM; actives 0.59% (n = 360,000); CHO-hM5 cells, Fluo-8 calcium fluorescence, ACh EC80; P08912;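 active = inhibition above a per-plate cutoff, the mean of that plate's test compounds plus 3 SD, cut at about 27% in these data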;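 note: 0% = acetylcholine EC80 with DMSO and 100% = DMSO without agonist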
Target sequence (P08912 whole entry, looked up): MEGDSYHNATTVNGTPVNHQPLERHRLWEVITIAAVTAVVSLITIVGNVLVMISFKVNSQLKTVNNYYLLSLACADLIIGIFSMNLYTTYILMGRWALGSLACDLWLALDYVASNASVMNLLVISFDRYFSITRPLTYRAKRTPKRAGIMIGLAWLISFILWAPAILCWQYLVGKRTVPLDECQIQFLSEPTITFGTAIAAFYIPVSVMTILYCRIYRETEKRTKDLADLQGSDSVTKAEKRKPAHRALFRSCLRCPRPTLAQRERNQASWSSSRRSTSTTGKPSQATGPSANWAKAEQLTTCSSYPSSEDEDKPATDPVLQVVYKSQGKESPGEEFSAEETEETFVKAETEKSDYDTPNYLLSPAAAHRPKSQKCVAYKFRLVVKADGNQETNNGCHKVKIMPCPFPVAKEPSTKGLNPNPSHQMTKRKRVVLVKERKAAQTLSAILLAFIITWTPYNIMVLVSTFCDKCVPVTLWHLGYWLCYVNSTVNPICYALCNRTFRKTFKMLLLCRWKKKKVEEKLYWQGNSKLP
CHRM1 PAM = positive allosteric modulators of human M1 muscarinic receptor; activation, % at 3 µM; CHO-K1 hM1, Fluo-8 calcium fluorescence, ACh EC20; 0% = ACh EC20, 100% = maximal ACh; P11229; actives 0.088% (n = 360,000); in the data active = activation above about 19%, passing the limit was not always enough
Target sequence (P11229 whole entry, looked up): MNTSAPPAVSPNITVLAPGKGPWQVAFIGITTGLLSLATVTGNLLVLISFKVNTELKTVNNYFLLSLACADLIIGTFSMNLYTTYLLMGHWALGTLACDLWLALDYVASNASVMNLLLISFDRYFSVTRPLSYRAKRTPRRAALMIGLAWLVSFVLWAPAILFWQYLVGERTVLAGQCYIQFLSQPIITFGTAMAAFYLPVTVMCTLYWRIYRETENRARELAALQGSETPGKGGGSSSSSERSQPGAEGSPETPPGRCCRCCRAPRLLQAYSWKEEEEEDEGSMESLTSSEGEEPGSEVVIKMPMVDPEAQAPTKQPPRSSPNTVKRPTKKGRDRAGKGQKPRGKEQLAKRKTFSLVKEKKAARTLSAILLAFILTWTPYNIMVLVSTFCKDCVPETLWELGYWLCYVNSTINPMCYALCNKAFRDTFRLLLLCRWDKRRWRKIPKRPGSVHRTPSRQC
CHRM5 agonist = CHRM5 agonism in calcium assay. actives 0.19% (n = 360,000). CHO-K1 hM5 cells, Fluo-8 calcium fluorescence; 0% DMSO wells, 100% maximal acetylcholine response. AID 624037. activation, % at 3 µM;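 active = activation above the run's mean over test compounds plus 3 SD, cut at about 23% in these data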;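 note: signal is peak over basal fluorescence ratio across the kinetic read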
M4 antag = CHRM4 antagonism in calcium assay. CHO-hM4 cells, ACh EC80, Fluo-8 calcium fluorescence. P08173. actives 0.73% (n = 360,000). AID 624125. inhibition, % at 3 µM;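 active = inhibition above its plate's cutoff, the mean inhibition of sample wells plus 3 SD, cut at about 27% in these data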;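 note: 0% = acetylcholine EC80 with DMSO and 100% = DMSO without agonist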
M5 PAM = positive allosteric modulators of human muscarinic M5 receptor; CHO-K1 hM5, Fluo-8 calcium, ACh EC20 PAM; 0% = ACh EC20, 100% = ACh EC100; activation, % at 3 µM; actives 0.3% (n = 360,000);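 active = activation above the run cutoff, the mean activation of all test compounds plus 3 SD, cut at about 18% in these data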
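Replicates: One well per compound, no replicates | System: Human M5 receptor in CHO-K1 cells | Benchmarks: Low control EC20 acetylcholine (0%), high control EC100 acetylcholine (100%) | Probe or stimulus: Acetylcholine, EC20 level | Times: Fluo-8 loading 80 min at 37 °C plus 30 min room temperature | Signal: Intracellular calcium via Fluo-8 fluorescence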
CHRM4 PAM = CHRM4 positive allosteric modulation; P08173; actives 0.4% (n = 360,000); CHO-K1 hM4/Gqi5, Fluo-8 calcium fluorescence, ACh EC20; 0% = ACh EC20, 100% = maximal ACh; AID 624126; activation, % at 3 µM;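 active = activation above its plate's cutoff, the mean activation of sample wells plus 3 SD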; note: some results filed as inactive read as strong as hits
CRFR2-BP ag = agonists of human CRF-binding protein/CRF-R2 receptor complex | HEK293 CRF-R2/CRF-BP, calcium dye fluorescence (FLIPR); percent of saturating CRF peptide response | activation, % at 13.2 µM | actives 0.46% (n = 350,000);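 active = activation of at least 50%, plus an integration ratio under a set limit after plate pattern correction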;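 note: plate controls were neutral control wells without compound for no effect and CRF at EC100 for full effect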
M4 ag = agonists of human muscarinic M4 receptor (CHRM4). P08173. CHO-K1 hM4/Gqi5, Fluo-8 calcium fluorescence; vehicle 0%, full acetylcholine response 100%. activation, % at 3 µM. actives 0.14% (n = 360,000). AID 624127;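 active = activation above the run mean over all test wells plus 3 SD, cut at about 32% in these data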;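 note: peak over basal fluorescence ratio per well then scaled between controls; 0% = DMSO wells and 100% = acetylcholine at EC100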
An asterisk follows results filed as active; x = not tested or not shown. Hits appear at their usual frequency (roughly 2.6% active in at least one column).

| SMILES | CRFR2-BP ag | CRFR2-BP antag | CHRM4 PAM | M4 ag | CHRM1 PAM | CHRM5 agonist | M5 PAM | M4 antag | CHRM5 antagonist |
| --- | --- | --- | --- | --- | --- | --- | --- | --- | --- |
| Cc1sc2nc(CSc3nc4ccccc4c(=O)n3CCCN3CCOCC3)[nH]c(=O)c2c1C | 19 | -8 | -2 | 3 | -1 | -15 | -6 | -6 | -9 |
| CC(=O)N1CCC2(CC1)C/C(=N\NC(=S)Nc1ccccc1F)c1cc(O)ccc1O2 | -0.5 | -2 | 3 | -1 | 3 | -2 | 2 | 2 | 5 |
| CCC(=O)NC1=C(Nc2ccc(N)cc2)C(=O)c2ccccc2C1=O | -0.9 | -2 | -1 | 0 | 13 | -5 | -3 | 13 | 11 |
| CN(C)S(=O)(=O)c1ccc(Cl)c(C(=O)OCC(=O)NC(=O)NC2CCCC2)c1 | -0.3 | -1 | -5 | 8 | 4 | 6 | -5 | 2 | 7 |
| CCCc1cc(NCc2ccccn2)n2c(nc3ccccc32)c1C#N | -0.3 | -11 | 6 | 5 | -4 | 3 | 2 | -9 | -3 |
| COc1cccc(CN(C)Cc2nc(C3CC3)no2)c1 | 0.6 | 4 | 13 | -1 | 9 | 1 | -1 | -3 | 12 |
| Cc1cc(C(=O)OCC(=O)Nc2c(Cl)cccc2C(F)(F)F)c(C)o1 | -0.5 | 25 | 2 | 1 | 8 | -1 | -1 | -5 | 3 |
| c1nnc(NCNc2nncs2)s1 | 60* | -6 | 2 | 1 | 0 | 0 | 3 | 4 | 5 |
| OC[C@@H]1CN(Cc2ccc(F)cc2)C[C@H](n2cnc3c(N4CCN(c5ccccc5)CC4)ncnc32)O1 | x | x | -10 | 19 | -7 | 3 | -10 | -14 | 6 |
| CCOC(=O)c1[nH]nc2c1C(=O)N(Cc1ccccc1)C2=O | 0.8 | -2 | 3 | -2 | 2 | 2 | 0 | -3 | 4 |
| O=C(Nc1cc(C(F)(F)F)ccc1N1CCOCC1)C1=COCCO1 | 1.0 | -1 | 10 | 2 | 10 | 4 | 5 | -10 | -7 |
| O=C1NC(=O)/C(=C\c2ccccc2Oc2ccc(F)c(F)c2)S1 | 1.4 | 36 | -1 | 1 | 7 | -1 | 3 | -4 | 7 |
| OC1(c2ccccc2)c2ccccc2-c2ncccc21 (stereo not given) | 0.0 | -1 | 9 | 1 | 8 | 0 | 2 | -10 | -14 |
| CNCc1ccccc1Sc1cccc2ccccc12 | -0.2 | -8 | 1 | 10 | -7 | 1 | -4 | -8 | 10 |
| COc1cc(OC)c(C(=O)NNC(=S)NC2CCCCC2)cc1OC | -2.2 | -12 | 0 | 0 | 6 | -2 | -4 | 4 | 8 |
| CCN1CCN(CC(=O)N2N=C(c3ccc(OC)cc3)CC2c2ccc(OC)cc2)C(=O)C1=O (stereo not given) | -2.4 | 5 | 3 | 1 | 6 | -2 | 4 | 1 | 5 |
| O=C(c1ccc(F)cc1F)N1CCN(c2n[nH]c(=O)[nH]c2=O)CC1 | -0.1 | 1 | 3 | 0 | 4 | -4 | 6 | -9 | -9 |
| O=C(O)CC(c1ccc(Br)cc1)N1Cc2ccccc2C1=O (stereo not given) | -0.1 | -1 | 8 | 0 | 11 | -1 | 5 | -7 | 4 |
| CCOC(=O)N1CCN(C(=S)Nc2ccc(C)cc2)CC1 | -3.8 | 15 | 5 | 0 | -11 | 5 | -1 | 0 | 0 |
| CCCC(C(=O)N1CCOCC1)N1C(=O)C2C3C=CC(C3)C2C1=O (stereo not given) | 4.1 | -1 | 9 | 0 | 15 | 1 | 2 | -9 | 2 |
| COc1ccc(NC2CC(=O)N(c3cccc([N+](=O)[O-])c3)C2=O)cc1 (stereo not given) | -0.4 | -4 | -7 | 2 | 4 | -1 | 3 | -1 | 3 |
| COc1ccc(Cl)cc1NC(=S)Nc1ccc(Cl)cn1 | 1.0 | -8 | -6 | 2 | 4 | -2 | -2 | 7 | -1 |
| Cc1cccc(NC(=O)CCc2c(C)nn(-c3ccc(N4CCCCC4)nn3)c2C)c1 | -0.5 | -2 | -8 | 12 | -9 | -5 | -7 | 1 | 7 |
| Cc1cnc(CNc2nc3cc(-c4ccccc4C)sc3c(=O)n2C)cn1 | x | x | 1 | 2 | -2 | -3 | -5 | 0 | 2 |
| COc1cc(NC(=S)NC(=O)c2ccccc2F)ccc1NC(=O)c1ccco1 | 13 | -17 | -3 | 1 | -4 | -5 | -1 | -3 | -9 |
| CC1CCN(CCCNC(=O)CCCNC(=O)Cn2cnc3sc4c(c3c2=O)CCCC4)CC1 | 3.1 | -40 | 2 | 0 | -3 | -11 | -5 | 8 | 4 |
| CC[C@@H](C)[C@@H]1CN([C@@H](CN2CCC[C@H]2CN2C(N)=NC[C@H]2CC(C)C)C(C)C)C(=N)N1CCc1ccc(Cl)c(Cl)c1 | 2.0 | 63* | -9 | -1 | -27 | -4 | 1 | 17 | 4 |
| CN(C)S(=O)(=O)c1cccc(NC(=O)c2cccc(S(=O)(=O)N3CCCCCC3)c2)c1 | 0.5 | -8 | -17 | 16 | -21 | 0 | -24 | -8 | 14 |
| CC1CCN(CCc2nc3cc(NC(=O)NC4CCCCC4)ccc3n2C)CC1 | -0.3 | 13 | -22 | 0 | -19 | -12 | 3 | 21 | -11 |
| O=C(N/N=C/c1ccc2nccnc2c1)c1ccncc1 | 0.9 | 0 | -4 | 6 | 6 | 7 | 17 | 3 | -10 |

Following part:
| SMILES | CRFR2-BP ag | CRFR2-BP antag | CHRM4 PAM | M4 ag | CHRM1 PAM | CHRM5 agonist | M5 PAM | M4 antag | CHRM5 antagonist |
| --- | --- | --- | --- | --- | --- | --- | --- | --- | --- |
| C[C@H](CO)N1C[C@H](C)[C@H](CN(C)C(=O)Nc2ccc(N3CCN(C)CC3)cc2)OCc2cnnn2CCCC1=O | 7.2 | 0 | 2 | 1 | 2 | 0 | 5 | -3 | -5 |
| Cc1cccc(C)c1NC(=O)CN(C)C(=O)C(c1ccccc1)c1ccccc1 | 0.1 | -15 | -1 | 3 | 7 | 5 | 6 | -4 | -7 |
| CCN(CCn1cccn1)C(=O)c1cc(COc2cccc3cccnc23)on1 | 1.8 | -5 | -13 | 3 | -2 | 0 | 4 | 6 | 2 |
| O=C(NCCc1c[nH]c2ccccc12)OC1CC2CC1[C@H]1CCCCN1C2=O (stereo not given in full) | x | x | 2 | 2 | x | 1 | 0 | 3 | 2 |
| CC1=C(C)CC(C(=O)N2CCN(Cc3ccc4c(c3)OCO4)CC2)C(C(=O)O)C1 (stereo not given) | 4.9 | -25 | -3 | 0 | -5 | -5 | -7 | -6 | 9 |
| Cc1cccc(NCC(=O)c2c(N)n(C)c(=O)n(C)c2=O)c1C | 0.3 | 1 | -10 | 0 | -6 | -6 | -5 | 3 | -1 |
| CC1CN(C2CCN(C(=O)c3ccccc3)CC2)CC(C)O1 (stereo not given) | -1.8 | -11 | 17 | 0 | -2 | 0 | -2 | 0 | 7 |
| COC(=O)c1nn(-c2ccccc2)c(Sc2ccccc2)c1/C=N/O | -1.3 | 2 | 1 | -1 | -3 | -2 | -3 | -6 | 3 |
| Cc1nnc(SCc2cc(=O)n3[nH]cnc3n2)s1 | -1.1 | 6 | -5 | 0 | -6 | 0 | -3 | 8 | 8 |
| O=C(c1ccsc1)N1CCCC(Nc2cccc(F)c2)C1 (stereo not given) | -1.0 | -2 | -5 | 1 | 3 | -3 | -9 | 9 | 23 |
| Cc1cc(C)c(OCC(O)CN2CCN(c3ccccn3)CC2)c(C)c1 (stereo not given) | 0.3 | -19 | 6 | 4 | 7 | -2 | 3 | -10 | -5 |
| O=C(Nc1ccc(Cl)c(Cl)c1)OCc1cncs1 | -0.5 | -9 | 2 | 8 | -2 | -4 | -10 | 20 | 17 |
| CC1CC(C)CN(c2cc3c(cc2[N+](=O)[O-])C(=O)N(c2ccccc2)C3=O)C1 (stereo not given) | -1.8 | 1 | -3 | 0 | -2 | -1 | -1 | 3 | -1 |
| COc1ccc(-c2noc(CCc3ccccc3)n2)cc1 | -1.4 | -8 | -9 | -1 | 0 | 3 | -3 | -2 | 9 |
| O=C1C(F)=CC(COC(c2ccccc2)(c2ccccc2)c2ccccc2)OC1n1cc(F)c(=O)[nH]c1=O (stereo not given) | 55* | -45 | -5 | 5 | 0 | 1 | -6 | 34* | 8 |
| C=CCOc1c(CNn2nnnc2N)cccc1OC | 1.3 | 7 | 7 | 1 | 4 | 1 | 2 | 0 | -7 |
| Cc1sc2ncn(CC(=O)N3CCN(c4ccccn4)CC3)c(=O)c2c1S(=O)(=O)N1CCCCC1 | -1.1 | 7 | -4 | 4 | 10 | -5 | -3 | 3 | 18 |
| O=C(/C=C/c1ccco1)Nc1cccnc1 | 0.3 | -2 | -4 | 0 | 11 | -2 | -3 | -1 | 10 |
| CCOc1ccccc1N1CC(C(=O)NC2CCCCCC2)CC1=O (stereo not given) | -2.2 | -4 | 1 | 1 | 12 | 5 | 8 | -10 | 3 |
| c1ccc2c(OCCCCN3CCCC3)cccc2c1 | -0.5 | -6 | -5 | 2 | 0 | -12 | -10 | -3 | 16 |
| CCCN1CNc2c(c(=O)[nH]c(=S)n2CCc2ccccc2)C1 | -4.7 | -2 | 3 | 1 | 6 | 3 | 3 | 4 | 4 |
| CC(C)=C1C(=O)NN(c2cccc(Cl)c2)C1=O | 0.1 | 4 | 0 | 0 | 2 | 0 | -1 | 5 | -3 |
| Cc1ccc(CNC(=O)COc2ccccc2-c2ccccc2)cc1 | -2.5 | 3 | -8 | 1 | 2 | -6 | -6 | -14 | 0 |
| Cc1oc(-c2cccs2)nc1CS(=O)CC(=O)NC1CCCCCC1 (stereo not given) | -2.6 | -3 | -8 | 6 | 0 | 2 | -4 | -4 | 2 |
| Nn1c(SCC(=O)Nc2c(F)cc(F)cc2Br)nnc1C1CCCCC1 | 0.8 | -9 | 5 | 1 | 6 | 0 | 4 | 6 | -13 |
| CCOC(=O)c1csc(NC(=O)C2=COCCO2)n1 | 0.9 | -2 | -1 | 0 | 3 | -4 | -4 | -9 | 1 |
| CCn1nc(C(=O)OCC(=O)NCC(C)C)c2ccccc2c1=O | -1.9 | -8 | -2 | 0 | 9 | 2 | -2 | 7 | 15 |
| CCN(C[C@H]1N[C@@](C)(C(=O)OC)[C@H]2C(=O)N(Cc3ccccc3)C(=O)[C@@H]12)C(=O)COC | -1.2 | 2 | 3 | 0 | 8 | 1 | 0 | -9 | -4 |
| Cc1onc(-c2ccccc2Cl)c1C(=O)NCc1nnnn1-c1ccc(F)c(F)c1 | -3.2 | 5 | -1 | 1 | 3 | 1 | -5 | -8 | 7 |
| FC(F)(F)c1cccc(-c2nc3nc(Cl)c(Cl)nc3[nH]2)c1 | 81* | 38 | -4 | 19 | -11 | 10 | -14 | 1 | 18 |
| CC(=O)N1CCN(C(=O)c2ccc(S(=O)(=O)Nc3ccccc3Cl)cc2)CC1 | 0.2 | 4 | -2 | 1 | 0 | -2 | -3 | -6 | 6 |

Compounds shown so far that have a COOH group, in the order listed:
| SMILES | CRFR2-BP ag | CRFR2-BP antag | CHRM4 PAM | M4 ag | CHRM1 PAM | CHRM5 agonist | M5 PAM | M4 antag | CHRM5 antagonist |
| --- | --- | --- | --- | --- | --- | --- | --- | --- | --- |
| O=C(O)CC(c1ccc(Br)cc1)N1Cc2ccccc2C1=O (stereo not given) | -0.1 | -1 | 8 | 0 | 11 | -1 | 5 | -7 | 4 |
| CC1=C(C)CC(C(=O)N2CCN(Cc3ccc4c(c3)OCO4)CC2)C(C(=O)O)C1 (stereo not given) | 4.9 | -25 | -3 | 0 | -5 | -5 | -7 | -6 | 9 |
